ALOX12 inh: inhibitors of human 12S-lipoxygenase ALOX12; P18054; purified 12hLO, xylenol orange hydroperoxide absorbance; Potency, µM (doses to about 108 µM), for inactives: top-dose activity change, negative = inhibition, hits mostly inhibitors; hit rate 1.1% among 580,000; AID 1671190; note: potency is the fitted concentration of half-maximal effect; % is set by controls: 0 for no effect and ±100 for the full control effect
Target sequence (P18054 whole entry, looked up): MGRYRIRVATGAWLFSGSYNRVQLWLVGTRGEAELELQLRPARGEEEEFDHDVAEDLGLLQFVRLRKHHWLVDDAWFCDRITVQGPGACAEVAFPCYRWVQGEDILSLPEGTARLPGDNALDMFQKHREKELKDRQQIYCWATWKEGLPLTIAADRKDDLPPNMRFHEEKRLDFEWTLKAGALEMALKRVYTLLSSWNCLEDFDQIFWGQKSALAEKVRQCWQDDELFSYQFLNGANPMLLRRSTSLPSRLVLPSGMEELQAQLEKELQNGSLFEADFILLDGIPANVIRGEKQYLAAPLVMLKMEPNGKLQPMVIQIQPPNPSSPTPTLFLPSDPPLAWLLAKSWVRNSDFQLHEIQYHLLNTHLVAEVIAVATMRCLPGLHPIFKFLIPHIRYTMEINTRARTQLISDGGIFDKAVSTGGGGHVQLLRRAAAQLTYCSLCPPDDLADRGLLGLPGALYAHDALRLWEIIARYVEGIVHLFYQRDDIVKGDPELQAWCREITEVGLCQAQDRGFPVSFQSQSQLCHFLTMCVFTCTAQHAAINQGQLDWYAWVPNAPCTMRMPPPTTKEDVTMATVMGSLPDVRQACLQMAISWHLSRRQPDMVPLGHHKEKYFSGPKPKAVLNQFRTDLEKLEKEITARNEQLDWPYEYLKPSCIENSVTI
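Purified human 12hLO at 150 nM in 25 mM Hepes, 0.01% Triton X-100, pH 7.0, preincubated 15 min at room temperature with compound. Reaction started with 40 uM arachidonic acid, 30 min at room temperature. Hydroperoxide measured by Fe-xylenol orange, 573/405 nm absorbance ratio.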
POLI inh: DNA polymerase iota (human) inhibition; Q9UNA4; Pol iota fluorescent replication assay, 10 min; Potency, µM (titrated, usually from 115 µM), for the others: at the highest dose activity, negative = inhibition, hits mostly inhibitors; hit rate 1% among 390,000; AID 588590; note: potency is the fitted concentration of half-maximal effect
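Pol iota at 10 nM preincubated 15 min with compounds at room temperature; reaction started with fluorescent substrate, 50 nM final. Fluorescence read kinetically at 0 and 10 min; buffer-only wells as negative control.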
POLK inh: inhibitors of human DNA polymerase kappa; purified Pol kappa, fluorescent DNA synthesis assay, 10 min; Potency, µM (titrated, usually from 107 µM), for the others: at the top dose activity, negative = inhibition, most hits filed as inhibitors; hit rate 0.53% among 400,000; AID 588579; note: potency is the fitted concentration of half-maximal effect; % is set by controls: 0 for no effect and ±100 for the full control effect
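50 nM final substrate added after 15 min RT preincubation of 10 nM Pol kappa with compound; fluorescence read at 0 and 10 min.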
BLM helicase inh: blocks DNA unwinding by human BLM helicase; recombinant BLM DNA unwinding, fluorescence dequenching; Potency, µM (top dose mostly 56.1 µM), inactives show at the top dose activity change, negative = inhibition, actives largely listed as inhibitors; hit rate 0.2% among 350,000; AID 2528;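 note: potency is the fitted concentration of half-maximal effect; plate controls were vehicle for no effect and no enzyme for full effect; nearly all actives have a fitted effect of over 35% in size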
APEX1 inh: inhibitors of human APE1 endonuclease; P27695; Potency, µM (highest dose often 65.8 µM), for the others: top-dose activity change, negative = inhibition, hits mostly inhibitors; hit rate 0.35% among 350,000; recombinant APE1, TAMRA/BHQ-2 abasic DNA cleavage fluorescence;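 note: potency is the fitted concentration of half-maximal effect; plate controls were vehicle for no effect and reference inhibitor for full effect; nearly all actives have a fitted effect of over 55% in size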
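APE1 at 0.75 nM preincubated 15 min at room temperature with compound. Reaction then started with 50 nM double-stranded THF-abasic substrate labelled with TAMRA/BHQ-2, and 525/598 nm fluorescence read kinetically. Activity taken as third-minus-first read difference, normalized to DMSO and NSC13755 controls.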
ERG-DNA inh: ERG Ets/DNA interaction inhibition; P11308; fluorescence polarization, His-ERG Ets domain / labelled DNA; Potency, µM (titrated, usually from 76.9 µM), inactives show at the top dose FP activity, negative = inhibition, most hits filed as inhibitors; hit rate 0.028% among 370,000; AID 624246; active = well fitted inhibition curve with a large enough effect in the polarisation, with a control signal flat; inconclusive = small, poorly fitted or top-dose-only effect, or effect the other way, or a change in a side signal; inactive = no such curve, though single readings can be large or run the other way; the % refers to the polarisation;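 note: polarization taken with two DNA probes labelled with fluorescein and Texas red; potency is the fitted concentration of half-maximal effect; % of control where 0% means no effect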
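His-tagged ERG Ets domain (1 uM in the protein solution; 300mM KCl, 50mM Tris-HCl, 1mM EDTA, 1mM DTT, pH 7.5) received compound, then a probe mix of 5 nM fluorescein-DNA and 100nM Texas-615-DNA. Fluorescence polarization was read for both dyes.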
Apoferritin bind: binds horse apoferritin like a general anesthetic. Potency, µM (titrated, usually from 77.5 µM), for inactives: at the highest dose activity change, negative = displacement, usual class: inhibitors. AID 485281. hit rate 0.074% among 350,000. apoferritin/1-aminoanthracene competitive binding, fluorescence. P02791; note: potency is the fitted concentration of half-maximal effect; % is set by controls: 0 for no effect and ±100 for the full control effect; nearly all actives have a fitted effect of over 20% in size
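Horse-spleen apoferritin (10 uM) in 50% saturated 1-aminoanthracene in PBS was incubated 10 min at room temperature with compound. Fluorescence (ex 380, em 535 nm) was normalized to free and bound 1-AMA, with concentration-response fitted by a four-parameter Hill equation.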
TRHR ag: activates the human TRH receptor. AID 493084. TRHR cells, calcium flux fluo-8, FDSS agonist mode. activation, % at 2 µM. P34981. hit rate 0.18% among 360,000; in the data active = activation above about 30%; note: 0% is about no effect
Target sequence (P34981 whole entry, looked up): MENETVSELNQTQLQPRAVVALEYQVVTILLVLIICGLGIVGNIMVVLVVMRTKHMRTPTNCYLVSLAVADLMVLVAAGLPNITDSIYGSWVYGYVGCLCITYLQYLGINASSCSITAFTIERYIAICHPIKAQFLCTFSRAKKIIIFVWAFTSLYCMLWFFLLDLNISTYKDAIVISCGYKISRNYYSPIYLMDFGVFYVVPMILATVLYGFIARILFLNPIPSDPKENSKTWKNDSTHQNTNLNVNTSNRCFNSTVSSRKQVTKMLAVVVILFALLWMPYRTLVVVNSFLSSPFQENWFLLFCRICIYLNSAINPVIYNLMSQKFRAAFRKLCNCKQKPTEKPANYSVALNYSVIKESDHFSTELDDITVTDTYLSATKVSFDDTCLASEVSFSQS
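TRHR-expressing cells, plated overnight in medium with 10% serum, were loaded with fluo-8 calcium dye at room temperature. After a 10 s baseline, library compound was pin-added and calcium release was recorded kinetically (ex 480/em 530) as agonist response.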
Pol beta inh: inhibitors of human DNA polymerase beta; P06746; Pol beta primer extension/strand displacement, fluorescence kinetic; AID 485314; hit rate 1.3% among 340,000; Potency, µM (doses to about 114 µM), for inactives: top-dose activity change, negative = inhibition, most hits filed as inhibitors; note: potency is the fitted concentration of half-maximal effect; % is set by controls: 0 for no effect and ±100 for the full control effect
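10 nM enzyme + cpd, 15 min RT; start with substrate 50 nM final; read 0 min and after 10 min RT. Corrected, normalized data; 4-parameter Hill curve fit.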
Numbers without * were called inactive; ? = inconclusive; nt = no result given; & = joins results of further samples; [ ] = dose if it differs, or a comment. Unless noted, calls come from the whole dose curve; as a rule, active = well fitted curve in the direction sought with a large enough effect; inconclusive = small, poorly fitted or top-dose-only effect, or another doubt; inactive = no such curve, though single readings can be large; an effect the other way counts as inactive or inconclusive.

Molecule | ALOX12 inh | POLI inh | POLK inh | BLM helicase inh | APEX1 inh | ERG-DNA inh | Apoferritin bind | TRHR ag | Pol beta inh
COc1ccc2nc(-c3ccccc3)nc(C3CCCCC3)c2c1 | -1.8% | 19.5% | 0.9% | nt | 10.4% | -0.9% | nt | 0.3 | nt
O=C(O)CN1C(=O)/C(=C/c2ccsc2)SC1=S | ? | ? | -7.6% | 1.5% | -4.2% | 18.4% | ? | -0.1 | -0.2%
COC(=O)c1ccc(Cn2cnc3cnccc32)cc1 | 0.2% | -19.1% | -4.3% | -4.7% | 21.7% | 8.1% | -2.6% | 0.3 | 2.8%
Cc1ccc(C(C(=O)NCc2ccc(F)cc2)N(Cc2ccco2)C(=O)c2snc(C(N)=O)c2N)o1 (stereo not drawn) | -4.6% | 57.3%[activator] | -16.5% | -7.2% | 0.6% | 4.5% | -13.1% | -0.8 | 5.2%
COC(CNC(=O)C1CC(=O)N(CCc2ccc(C)cc2)C1)OC (stereo not drawn) | 0.0% | 45.3%[activator] | -1.9% | -2.4% | 4.3% | -7.5% | -8.3% | 0.1 | 46.1%
Cc1cc(NS(=O)(=O)c2ccc(NC(=O)c3oc4ccccc4c3C)cc2)no1 | 0.0% | ? | -1.0% | 2.2% | 5.6% | 4.6% | -18.7% | -0.4 | 16.7%
O=C(NCCCN1CCOCC1)C(=O)NCC1OCCCN1S(=O)(=O)c1cc(F)ccc1F (stereo not drawn) | 14.9% | -18.1% | 0.8% | -4.8% | 18.4% | -6.4% | -7.2% | 0.5 | 4.1%
Oc1ccccc1-c1nc(/C=C/c2ccccc2Cl)no1 | -23.0% | -16.8% | -5.6% | -1.9% | nt | 9.1% | 1.4% | 1.2 | 2.3%
Cn1c(SCC(=O)Nc2ccccc2)nc2ccccc2c1=O | 16.5% | -13.7% | -8.0% | -5.0% | 41.0% | 2.0% | -17.9% | -1.3 | -2.0%
CC1(C)CC(=O)C(C2=NC3(CCCCC3)Cc3ccccc32)=C(O)C1 | -2.4% | -6.9% | -6.3% | -1.5% | -4.2% | -13.6% | -16.7% | -0.1 | 17.8%
COc1ccc(C2C(C(=O)c3ccco3)=C(O)C(=O)N2CCOCCO)cc1OC (stereo not drawn) | ? | 1.9% | 0.0% | 1.5% | -7.4% | 1.1% | -14.6% | -0.6 | 30.5%
CCCCCCc1cc2cc(C(=O)Nc3ccc(OC)cc3)c(=O)oc2cc1O | -17.6% | 34.2%[activator] | -3.5% | -8.1% | 2.4% | nt | -1.0% | 0.1 | ?
O=C1c2ccccc2-c2n[nH]c3cccc1c23 | ? | ? | ? | 5.8%&4.3% | ? | -8.4% | nt | nt | 31.6µM*
CCOC(=O)c1cc2nc(-c3ccco3)cc(C(F)(F)F)n2n1 | -24.4% | -16.5% | -6.0% | 4.1% | 9.4% | -3.6% | 54.8%[activator] | 0.1 | ?
COC(=O)C1CCN(C(=O)CSc2nc3ccc(OC)cc3[nH]2)CC1 | 16.1% | 50.1%[activator] | 2.4% | 0.6% | -0.6% | -0.8% | 7.9% | -0.2 | ?
CC(NC(=O)C(CC(=O)OC(C)(C)C)NC(=O)OC(C)(C)C)C(N)=O (stereo not drawn) | -9.1% | -4.4% | -4.7% | -6.1% | -3.3% | 6.3% | -11.1% | 0.1 | -1.4%
O=C(c1sc2ccccc2c1Cl)N1CCN(CCc2ccccn2)CC1 | -8.3% | 10.2% | 9.7% | 0.0% | 53.1%[activator] | 4.3% | -18.8% | -1.0 | 14.5%
COc1ccccc1C(=O)Nc1ccc2c(c1)CN(Cc1cnc(C)s1)CC2 | 6.4% | 17.0% | -12.9% | -11.7% | -1.5% | -2.0% | -6.7% | 0.2 | 14.7%
O=C(NC1CC(=O)N(c2cccc(F)c2)C1)c1ccc(S(=O)(=O)N2CCOCC2)cc1 (stereo not drawn) | -19.5% | 31.4%[activator] | -2.6%[60.1 µM] | 0.0% | nt | 13.0% | -12.3% | 0.1 | -1.0%
CSCCC1(C(=O)O)NC(c2ccccc2O)C2C(=O)N(C(C)C)C(=O)C21 (stereo not drawn) | 10.2% | 16.7% | -1.6% | 4.4% | -0.7% | -4.2% | -4.0% | 0.5 | 26.0%
COc1cccc(CN(CC2CCCO2)C(=O)c2cc3ccccc3oc2=O)c1 (stereo not drawn) | 18.4% | -29.9% | -14.6% | -3.9% | 7.4% | -10.0% | -9.9% | 0.7 | -7.2%
O=C(O)c1ccccc1C(=O)N1N=C2/C(=C/c3cccc([N+](=O)[O-])c3)CCCC2C1c1cccc([N+](=O)[O-])c1 (stereo not drawn) | ? | 126.8%[activator] | -4.4% | -8.0% | -3.6% | -1.4% | ? | 0.3 | -8.2%
COc1cccc(C(=O)NN2CC(O)=C(c3nc4ccccc4s3)C2=N)c1 | 6.5% | ? | -39.1% | -12.9% | -0.8% | 12.1% | -4.6% | 0.9 | ?
Cc1cccc(OCc2nnc(SC(C)C(=O)O)n2-c2ccccc2)c1 (stereo not drawn) | 30.8%[activator] | -10.8% | -13.4% | -2.2% | -17.9% | 4.9% | -5.7% | 0.2 | 2.1%
COc1ccc(C(=O)NC2CCN(C(=S)Nc3ccc(C)cc3)CC2)cc1 | -5.0% | -3.6% | -15.9% | -2.6% | 4.4% | 7.6% | -7.1% | -0.5 | 20.7%
Cc1ccc(/C=C\c2nccc3c2[nH]c2ccccc23)cc1 | -12.2% | ? | -16.9%&-10.9% | -8.4% | -2.3% | 15.0% | 6.3% | 0.2 | ?
Cc1ccc(N2C(=O)C3C(C2=O)C2C=CC3C23CC3)c([N+](=O)[O-])c1 (stereo not drawn) | -2.8% | 66.1%[activator] | -5.0% | 0.3% | -8.5% | 13.1% | ? | -1.3 | ?
COc1ccc(Cl)cc1NC(=O)CN1CCC(n2nnc3cc(F)ccc32)CC1 | 0.0% | 10.5% | 23.0% | 2.9% | -13.3% | -1.4% | -14.5% | 0.0 | 3.1%
O=S(=O)(c1ccccc1Cl)N1CCCC(c2nc(-c3cccnc3)no2)C1 (stereo not drawn) | 22.1% | -11.2%[58.9 µM] | -23.5% | -3.9% | -3.4% | 2.3% | ? | -1.5 | 3.6%
CC(O)c1nc2cc([N+](=O)[O-])ccc2n1Cc1ccccc1 (stereo not drawn) | -14.0% | 8.7% | -0.4% | -0.6% | 6.9% | -0.4% | -10.0% | -0.7 | 27.6%
COC(=O)c1ccc(NC(=O)c2ccc(NS(=O)(=O)c3cccc4cccnc34)cc2)cc1 | nt | -3.4% | -0.3% | -1.2% | -0.8% | 10.1% | -11.7% | 1.7 | 7.5%
Fc1cccc(F)c1CN1CCN(c2ncccn2)CC1 | -8.8% | ? | -3.8% | -1.9% | 10.5% | 7.0% | -4.3% | -0.1 | 6.2%
CCCc1nnc(SCC(=O)NC2CC2)n1CC | 13.9% | 7.1% | 2.5% | -3.6% | 14.2% | -2.9% | 0.2% | 0.4 | 6.9%
CCOC(=O)c1ccc(NC(=O)C(=O)NCc2ccc(/C=C(/C#N)C(=O)NCCOC)o2)cc1 | -0.6% | 107.1%[activator] | -6.8% | -6.6% | 0.5% | 3.8% | -1.3% | -0.3 | 0.6%
CCC(C)C(=O)NCCc1ccc(S(N)(=O)=O)cc1 (stereo not drawn) | 11.2% | 1.6% | 2.0% | 1.2% | 4.7% | 1.2% | 4.8% | 0.2 | 19.3%
CS(=O)(=O)N(CC(=O)N1CCN(c2ccccc2)CC1)c1cccc(Br)c1 | 28.2µM* | 4.8% | -2.0% | 2.0% | -1.9% | 6.8% | -23.0% | 0.5 | -13.6%
Cc1c(NC(=O)C(C)OC(=O)/C=C/c2ccco2)c(=O)n(-c2ccccc2)n1C (stereo not drawn) | -4.8% | ? | -31.7% | -8.9% | ? | -2.3% | 0.2% | 0.2 | ?
O=C(NC1CCCC1)c1ccc2c(c1)N(Cc1ccccc1)C(=O)c1ccccc1S2 | -28.9% | 6.7% | -2.9%[60.1 µM] | -6.5% | nt | -4.2% | -0.1% | 0.5 | 12.2%
CCCCC1CCC(C(=O)N(CC(C)C)c2c(N)n(CCCC)c(=O)[nH]c2=O)CC1 (stereo not drawn) | ? | 19.9% | -16.1% | nt | -3.8% | -1.3% | nt | -0.1 | nt
O=C(NCCCN1CCCC1=O)C1CCN(S(=O)(=O)c2c(Cl)cccc2Cl)CC1 | 13.0% | -1.5% | -3.3% | nt | 13.8% | 11.1% | nt | -1.1 | nt
Cc1ccc(CCN2CC(C(=O)NCCC(C)C)CC2=O)cc1 (stereo not drawn) | 0.1% | -28.9% | -1.9% | -5.0% | 14.7% | 0.7% | 4.8% | 0.5 | 25.8%
CCN(CC)CC(C)OC(=O)c1cc(OC)c(OC)c(OC)c1 (stereo not drawn) | ? | 13.1% | -9.2% | -3.9% | 9.8% | 1.5% | -10.6% | 0.8 | 6.9%
O=C(CCc1nc(CN2CCN(S(=O)(=O)c3ccc(Br)cc3)CC2)no1)N1CCCCC1 | -25.1% | 10.5% | 0.5% | 0.8% | nt | -1.5% | -9.1% | 0.7 | 16.1%
Cc1ccccc1S(=O)(=O)Cc1ccc(C(=O)NCCN(C)Cc2ccccc2)o1 | 3.7% | 9.5% | 0.0% | 2.8% | -3.6% | 9.9% | 6.2% | -0.7 | -4.0%
N/C(=N\c1nc2ccccc2o1)NC(=O)/C=C/c1ccccc1 | 13.7% | 25.1% | -7.6% | -2.3% | -1.8% | 0.6% | -10.4% | 0.1 | 0.9%
O=C(COC(=O)c1ccccc1O)Nc1cccnc1Cl | 12.5% | 0.8% | -18.8% | 2.4% | 1.8% | 4.6% | -1.5% | 0.3 | 10.3%

Bioassay records as filed in PubChem.

An excerpt, so the mix of outcomes need not match the whole.
